USP1-UAF1 inh: blocks the human USP1/UAF1 deubiquitinase complex; O94782; recombinant USP1/UAF1, Ub-Rhodamine cleavage fluorescence; Potency, µM (titrated, usually from 57.1 µM), without a hit: at the highest dose activity change, negative = inhibition, actives largely listed as inhibitors; actives 0.23% (n = 390,000); further: potency means the concentration at half of the fitted maximal effect; on the % scale 0 is the no-effect control and ±100 the full control effect; nearly all actives have a fitted effect of over 60% in size; inactives centre near -12
Target sequence (O94782 whole entry, looked up): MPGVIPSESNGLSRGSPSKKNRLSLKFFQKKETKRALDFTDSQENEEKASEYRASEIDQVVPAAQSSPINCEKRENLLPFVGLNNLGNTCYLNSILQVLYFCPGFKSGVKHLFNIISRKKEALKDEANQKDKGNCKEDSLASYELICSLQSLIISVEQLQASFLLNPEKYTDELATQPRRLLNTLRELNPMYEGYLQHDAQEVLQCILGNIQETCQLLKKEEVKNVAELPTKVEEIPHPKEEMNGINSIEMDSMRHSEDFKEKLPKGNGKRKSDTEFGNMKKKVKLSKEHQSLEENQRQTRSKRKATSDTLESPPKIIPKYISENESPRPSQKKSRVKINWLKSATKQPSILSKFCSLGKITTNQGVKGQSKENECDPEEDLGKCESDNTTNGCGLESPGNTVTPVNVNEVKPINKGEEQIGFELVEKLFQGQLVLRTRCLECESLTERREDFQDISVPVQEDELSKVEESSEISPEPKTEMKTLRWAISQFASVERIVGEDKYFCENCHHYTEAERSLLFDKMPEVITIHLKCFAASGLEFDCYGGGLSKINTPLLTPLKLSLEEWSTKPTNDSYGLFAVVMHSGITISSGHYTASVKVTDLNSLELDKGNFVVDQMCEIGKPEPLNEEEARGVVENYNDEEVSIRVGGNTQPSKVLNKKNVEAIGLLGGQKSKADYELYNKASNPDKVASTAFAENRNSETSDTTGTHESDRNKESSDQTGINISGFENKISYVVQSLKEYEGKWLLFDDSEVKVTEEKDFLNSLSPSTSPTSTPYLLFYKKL
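USP1/UAF1 complex at 1 nM was preincubated with compound for 15 min at room temperature, then Ub-Rho substrate (150nM final) was added. Fluorescence (480/540 nm) was read kinetically, 6 reads every 60 seconds.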
TrxR1 inh: rat TrxR1 inhibition; O89049; recombinant rTrxR1, NADPH fluorescence consumption, selenite substrate; Potency, µM (highest dose often 114 µM), without a hit: at the top dose activity change, negative = inhibition, most hits filed as inhibitors; actives 1% (n = 390,000); AID 588453; further: potency means the concentration at half of the fitted maximal effect; on the % scale 0 is the no-effect control and ±100 the full control effect; nearly all actives have a fitted effect of over 65% in size
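Rat TrxR1 (90 nM in the dispensed reagent) was pre-reduced with 400 uM NADPH for 5 min at room temperature, then incubated with compound for 15 min. After 400 uM selenite was added, NADPH fluorescence (Ex 340/Em 450 nm) was followed for 8 min.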
TRHR enhancer: TRH receptor (human) allosteric enhancement; enhancement, % at 2 µM; TRHR cells, fluo-8 calcium fluorescence, EC20 TRH enhancement; P34981; actives 0.66% (n = 360,000); in the data active means enhancement above about 30%; further: 0% is about no effect
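TRHR-expressing cells loaded with fluo-8 calcium dye were read kinetically (ex 480/em 530) during compound addition, then stimulated with an EC20 of TRH (10 nM final). Enhancement of the Gq-mediated intracellular calcium response was scored.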
Pin1 inh: blocks the human prolyl isomerase Pin1; Pin1 FP peptide displacement, HiFluor488, 10 min; Q13526; actives 0.009% (n = 390,000); Potency, µM (highest dose often 115 µM), inactives show at the top dose activity, negative = inhibition, most hits filed as inhibitors; active means well fitted inhibition curve with a large enough effect in the polarisation, with a control signal flat, not every such curve was filed as active; inconclusive means small, poorly fitted or top-dose-only effect, or effect the other way, or a change in a side signal; inactive means no such curve, though single readings can be large or run the other way; the % refers to the polarisation; further: potency means the concentration at half of the fitted maximal effect; on the % scale 0 is the no-effect control and ±100 the full control effect
Target sequence (Q13526 whole entry, looked up): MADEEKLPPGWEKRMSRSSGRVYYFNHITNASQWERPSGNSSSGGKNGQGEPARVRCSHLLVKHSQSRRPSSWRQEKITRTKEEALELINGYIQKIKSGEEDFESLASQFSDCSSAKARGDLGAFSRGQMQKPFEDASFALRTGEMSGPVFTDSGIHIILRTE
IDH1 R132H inh: inhibitors of human mutant IDH1 R132H. IDH1-R132H enzyme, NADPH consumption, diaphorase/resazurin fluorescence. actives 0.093% (n = 390,000). O75874. Potency, µM (doses to about 76.6 µM), for the others: top-dose activity change, negative = inhibition, actives largely listed as inhibitors. AID 602179; further: potency means the concentration at half of the fitted maximal effect; on the % scale 0 is the no-effect control and ±100 the full control effect; nearly all actives have a fitted effect of over 65% in size
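IDH1-R132H (0.5 ug/mL) preincubated 30 min with compound, then NADPH (0.016 mM) and alpha-KG (2 mM) added; 80 min at RT, pH 7.5. Remaining NADPH coupled via diaphorase/resazurin to fluorescence (540/590 nm); concentration-response curves normalized to no-enzyme control.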
TrxR1 substrate: substrates of rat thioredoxin reductase 1; Potency, µM (top dose mostly 114 µM), for the others: at the highest dose activity change, negative = substrate turnover; AID 588456; O89049; purified TrxR1 substrate turnover, NADPH consumption readout; actives 0.01% (n = 390,000); further: potency means the concentration at half of the fitted maximal effect; on the % scale 0 is the no-effect control and ±100 the full control effect; nearly all actives have a fitted effect of over 50% in size
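Rat TrxR1, dispensed at 90 nM, was prereduced with 400 uM NADPH (final) for 5 min at ~22 deg C, then incubated with compound 15 min before 400 uM selenite. A first-read NADPH fluorescence drop versus no-compound background flagged substrates.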
D2 agonist: D2 dopamine receptor (human) agonism; P14416; HEK293 T-REx D2 cells, calcium flux agonist mode; activation, % at 2 µM; actives 0.53% (n = 340,000); AID 485358;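 active means activation over 3 SD above normal in the single-dose calcium agonist read, cut at about 30% in these data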; further: 0% is about no effect
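Tetracycline-induced HEK293 Trex cells with D2 receptor force-coupled to calcium signaling, plated overnight at 30 C and loaded with no-wash calcium dye. Calcium flux read kinetically for 180 s after compound addition; responses flag agonists.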
D2 antag: antagonists of human D2 dopamine receptor. actives 2% (n = 340,000). inhibition, % at 10 µM. P14416. HEK293 TREx D2 cells, calcium flux, dopamine EC80; in the data active means inhibition above about 30%; further: 0% is about no effect
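Tetracycline-induced HEK293 TREx cells expressing D2 receptor forced-coupled to calcium signalling, loaded with no-wash calcium dye. Compounds added and calcium flux read 180 s, then dopamine added at EC80 and read a further 180 s.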
TRHR agonist: agonists of human TRH receptor; P34981; TRHR cells, calcium flux fluo-8, FDSS agonist mode; activation, % at 2 µM; actives 0.18% (n = 360,000); in the data active means activation above about 30%; further: 0% is about no effect
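Agonist-mode FDSS calcium read (Ex 480/Em 530, 1 s cycles) in 1536-well TRHR cells with fluo-8 dye, after 10-cycle baseline and 23 nL compound addition; TRH at EC20 (10 nM final) added afterwards for the enhancer phase.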
An asterisk follows results filed as active; ? = inconclusive; nt = not tested or not shown; [ ] = remark or other dose. Unless noted, the call rests on the fitted dose curve; in most records, active means well fitted inhibition curve with a large enough effect; inconclusive means small, poorly fitted or top-dose-only effect; inactive means no such curve, though single readings can be large or run the other way. Not all compounds are listed; the hit share may differ from the screen's.

The first three entries (preview)
(1) CCOC(=O)c1c(C)n(C)c2c1cc(OC(C)=O)c1ccccc12
(2) CSc1nc2ccccc2n1Cc1c(Cl)cccc1Cl
(3) COc1cc(NS(=O)(=O)c2cc3[nH]c(=O)[nH]c3cc2C)cc(OC)c1OC
compound no.	1	2	3
USP1-UAF1 inh	?	-18%	?
TrxR1 inh	3%[57.1 µM]	18%	23%[57.1 µM]
TRHR enhancer	-6	4	4
Pin1 inh	-4%	?	-3%
IDH1 R132H inh	-9%	12%	0%
TrxR1 substrate	-5%[57.1 µM]	6%	-3%[57.1 µM]
D2 agonist	1.6	0.3	nt
D2 antag	-3	-2	nt
TRHR agonist	-0.5	-0.3	0.8

All compounds of this part, previewed entries included:
(1) CCOC(=O)c1c(C)n(C)c2c1cc(OC(C)=O)c1ccccc12
(2) CSc1nc2ccccc2n1Cc1c(Cl)cccc1Cl
(3) COc1cc(NS(=O)(=O)c2cc3[nH]c(=O)[nH]c3cc2C)cc(OC)c1OC
(4) COc1ccc(N2CCN(Cc3nc(Cc4cccc(F)c4)no3)C(C)C2)cc1 (stereo not given)
(5) CC(=O)Nc1ccc2c(COC(=O)CC3Sc4ccccc4NC3=O)cc(=O)oc2c1 (stereo not given)
compound no.	1	2	3	4	5
USP1-UAF1 inh	?	-18%	?	-24%	-13%
TrxR1 inh	3%[57.1 µM]	18%	23%[57.1 µM]	15%	9%[57.1 µM]
TRHR enhancer	-6	4	4	-6	-6
Pin1 inh	-4%	?	-3%	-7%	70%[activator]
IDH1 R132H inh	-9%	12%	0%	-4%	6%
TrxR1 substrate	-5%[57.1 µM]	6%	-3%[57.1 µM]	-3%	18%[57.1 µM]
D2 agonist	1.6	0.3	nt	1.2	0.7
D2 antag	-3	-2	nt	-3	-1
TRHR agonist	-0.5	-0.3	0.8	0.0	0.1

(6) CN1CCN(C(=O)c2ccc3c(c2)N(Cc2ccccc2F)C(=O)c2ccccc2S3=O)CC1 (stereo not given)
(7) COc1ccc(Cl)cc1NC(=S)NN1CCOCC1
(8) CCCc1cc(=O)n2[nH]c(NCc3cccs3)nc2n1
(9) O=C(NCc1ccc(F)cc1)C1C2C=CC3(CN(Cc4cccnc4)C(=O)C13)O2 (stereo not given)
(10) Nc1cnn(Cc2ccccc2F)c1
compound no.	6	7	8	9	10
USP1-UAF1 inh	-16%	-10%	-3%	-6%	?
TrxR1 inh	11%[57.1 µM]	-23%	-13%	12%	-3%
TRHR enhancer	-3	-2	-6	-6	-2
Pin1 inh	0%	0%	-4%	-2%	-1%
IDH1 R132H inh	23%	0%	1%	3%	11%
TrxR1 substrate	-3%[57.1 µM]	7%	-6%	6%	-18%
D2 agonist	-0.1	nt	0.3	1.4	1.6
D2 antag	3	nt	-21	10	6
TRHR agonist	0.6	0.2	0.1	0.1	0.0

(11) N#Cc1ccsc1NC(=O)CCN1C(=O)C2CCCCC2C1=O (stereo not given)
(12) COCC(C)NCc1cccc(OC)c1OC (stereo not given)
(13) COc1cccc2c(C)c(C(=O)O)[nH]c12
(14) Cc1ccc2c(c1)[C@H]1[C@H](CO2)[C@H](c2ccccc2)[C@]2(C)C(=O)N(Cc3ccccc3)CC(=O)N12
(15) COc1ccccc1CNC(=O)c1c(-c2ccccc2Cl)noc1C
compound no.	11	12	13	14	15
USP1-UAF1 inh	?	-19%	-13%	-20%	-14%
TrxR1 inh	3%[2.29 µM]	-2%[57.1 µM]	0%	24%	12%
TRHR enhancer	nt	4	3	nt	6
Pin1 inh	5%	-1%	?	3%	-2%
IDH1 R132H inh	-2%	10%	-1%	0%	1%
TrxR1 substrate	0%[2.29 µM]	11%[57.1 µM]	34%	-1%	6%
D2 agonist	nt	-0.8	-0.3	nt	-0.2
D2 antag	nt	0	14	nt	-3
TRHR agonist	nt	0.2	-1.7	nt	-0.3

(16) CCN(CC)S(=O)(=O)c1ccc(C(=O)Nc2nnc(NC(=S)Nc3ccccc3)s2)cc1
(17) CN(CC(=O)Nc1c(Cl)cccc1Cl)C(=O)c1ccc2ccccc2n1
(18) CN1/C(=C/C(=O)COC(=O)CN2C(=O)C3CC=CCC3C2=O)C(C)(C)c2ccccc21 (stereo not given)
(19) CN(CC(=O)Nc1ccc(Cl)c(C(F)(F)F)c1)C(=O)c1ccc(N2CCOCC2)c([N+](=O)[O-])c1
(20) CN(Cc1ccccc1)C(=O)c1ccco1
compound no.	16	17	18	19	20
USP1-UAF1 inh	-20%	-11%	-15%	-8%	-19%
TrxR1 inh	?	1%	-2%	11%[57.1 µM]	9%
TRHR enhancer	3	-8	nt	15	17
Pin1 inh	20%	-3%	-1%	0%	0%
IDH1 R132H inh	-14%	3%	2%	-7%	-7%
TrxR1 substrate	-4%	3%	-2%	-2%[57.1 µM]	-2%
D2 agonist	0.1	-0.4	nt	0.9	-0.7
D2 antag	-4	14	nt	16	3
TRHR agonist	0.5	0.0	nt	0.6	0.2

(21) O=c1[nH][nH]c2c(N=Cc3ccccc3O)ccc(F)c12
(22) Cc1ccc(CNC(=O)Cn2c(=O)n(-c3cccc(Cl)c3)c(=O)c3sc4ccccc4c32)cc1
(23) COc1ccc2nc(NC(=O)c3nc(SCc4ccc(F)cc4)ncc3Cl)sc2c1
(24) O=S(=O)(Nc1ccc2ccccc2n1)c1ccc2c(c1)CCO2
(25) CCN1CCN(S(=O)(=O)c2ccc(S(=O)(=O)N(CC)Cc3ccccc3)cc2)CC1
compound no.	21	22	23	24	25
USP1-UAF1 inh	28µM*	-32%	-26%	-16%	-9%
TrxR1 inh	3.2µM*	29%	14%	15%	22%
TRHR enhancer	1	2	-5	0	-6
Pin1 inh	?	37%[activator]	-3%	-2%	-12%
IDH1 R132H inh	13%	-1%	11%	13%	10%
TrxR1 substrate	6%	9%	1%	7%	11%[57.1 µM]
D2 agonist	-0.3	nt	nt	-0.7	0.5
D2 antag	-10	nt	nt	-8	-1
TRHR agonist	0.5	0.4	1.9	-0.7	0.2

(26) Cc1onc(-c2ccccc2)c1C(=O)NCCSCc1ccco1
(27) CC(C)(C)c1ccc(-c2cc(N)n[nH]2)cc1
(28) OCCC1CN(C2CCN(c3ccccc3)CC2)CCN1Cc1ccc(F)c(F)c1 (stereo not given)
(29) Cc1ccnc(NS(=O)(=O)c2ccc(NC(=O)C3CCCCC3C(=O)O)cc2)n1 (stereo not given)
(30) Cc1n[nH]c(=O)n1-c1cccc(C(F)(F)F)c1
compound no.	26	27	28	29	30
USP1-UAF1 inh	-8%	-6%	-9%	2%	-5%
TrxR1 inh	4%	11%[57.1 µM]	-7%	31%	3%
TRHR enhancer	nt	8	-4	7	-4
Pin1 inh	15%	0%	1%	2%	1%
IDH1 R132H inh	0%	-3%	-6%	-1%	4%
TrxR1 substrate	7%	-6%	-2%	8%	3%
D2 agonist	nt	1.0	4.9	-0.8	0.1
D2 antag	nt	-13	-16	-9	13
TRHR agonist	nt	-0.8	2.7	-0.1	0.0

(31) O=C(NC1CC(=O)N(c2ccccc2)C1)c1ccco1 (stereo not given)
(32) O=C(NCc1ccccc1)c1ccc(NC(=O)N2CC3CCCN3c3ccccc32)cc1 (stereo not given)
(33) O=C(NCc1ccco1)c1ccc2c(c1)N(Cc1ccccc1)CCS2
(34) Cc1cccc(Cn2c(=O)n(CCCC(=O)NCc3ccccc3Cl)c(=O)c3ccccc32)c1
(35) Cc1ccc(NCc2nnc(SCC(N)=O)o2)c(C)c1
compound no.	31	32	33	34	35
USP1-UAF1 inh	-22%	-2%	-2%	-9%	?
TrxR1 inh	0%[57.1 µM]	-11%	52%[activator]	8%	7%[57.1 µM]
TRHR enhancer	0	-3	-2	4	-5
Pin1 inh	-1%	25%	11%	-1%	-3%
IDH1 R132H inh	-6%	4%	-6%	-1%	-6%
TrxR1 substrate	-2%[57.1 µM]	2%	66%[activator]	-5%	-3%[57.1 µM]
D2 agonist	1.1	0.6	-0.6	0.2	-0.1
D2 antag	nt	nt	0	nt	-6
TRHR agonist	0.2	0.1	-0.1	-1.6	0.4

(36) CCOc1ccc(-n2c(-c3ccccc3)c[n+]3c2CCC3)cc1
(37) COc1ccc2cc3cc(C(=O)NCCc4ccc(OC)c(OC)c4)oc3nc2c1
(38) COc1ccc(Cc2noc(-c3ccc(C)cc3)n2)cc1
(39) CCOC(=O)N1CCC(N(CCN(C)C)C(=S)Nc2ccccc2OC)CC1
(40) COc1cccc(OC)c1C(=O)N1CCN(c2c(Cc3ccccc3)c(C)nc3ncnn23)CC1
compound no.	36	37	38	39	40
USP1-UAF1 inh	-8%	-15%	-3%	-28%	-19%
TrxR1 inh	6%	18%	9%	6%	7%
TRHR enhancer	0	-1	3	1	-3
Pin1 inh	-18%	3%	0%	-4%	-4%
IDH1 R132H inh	-6%	6%	13%	-3%	-3%
TrxR1 substrate	4%[57.1 µM]	70%[activator]	-5%	3%	5%
D2 agonist	-1.7	0.0	-0.4	-0.3	nt
D2 antag	13	16	-26	18	nt
TRHR agonist	0.7	-0.3	0.0	0.0	0.0

(41) Cc1cccc(CNC(=O)Cc2ccc(NC(=O)N3CCCCc4ccccc43)cc2)c1
(42) O=CNC1CCCc2c1[nH]c1ccc(Cl)cc21 (stereo not given)
(43) CCCOc1ccc(/C=c2\sc3nc(-c4ccco4)nn3c2=O)cc1OCC
(44) CC1CC(=Cc2ccc(N)cc2)C(=O)O1 (stereo not given)
compound no.	41	42	43	44
USP1-UAF1 inh	-20%	-9%	-5%	-7%
TrxR1 inh	8%[57.1 µM]	-6%	20%[57.1 µM]	8%[2.29 µM]
TRHR enhancer	1	-3	3	nt
Pin1 inh	5%	0%	8%	4%
IDH1 R132H inh	-6%	-6%	0%	0%
TrxR1 substrate	3%[57.1 µM]	-5%	18%	0%[2.29 µM]
D2 agonist	-0.2	2.3	3.4	nt
D2 antag	nt	-13	5	nt
TRHR agonist	0.1	-0.7	-0.1	nt
